NR5A2 inv ag: NR5A2 inverse agonism in reporter assay | AID 602396 | hit rate 0.13% among 360,000 | inhibition, % at 3.6 µM | HEK293T StAR-luciferase reporter, LRH-1 transfected, 24 h;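 active = inhibition above the mean inhibition of all tested compounds plus 3 SD, cut at about 73% in these data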;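 also: 0% = DMSO wells and 100% = reporter-only cells lacking LRH-1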
NR2F2 inh: blocks human COUP-TFII nuclear receptor; inhibition, % at 8.6 µM; hit rate 0.7% among 370,000; HEK293T NGFI-A luciferase reporter, luminescence; P24468;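 active = inhibition above a per-plate cutoff, mean inhibition of test wells between control levels plus 3 SD, cut at about 38% in these data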;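 also: cells cotransfected with COUP-TFII expression vector driving the NGFI-A reporter; 0% = median of COUP-TF2 test wells and 100% = reporter-only cells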
TWEAK-Fn14 inh: blocks TWEAK-Fn14 interaction in a reporter cell assay; TWEAK-stimulated Fn14 reporter cells, luciferase luminescence, 8 h; inhibition, % at 10 µM; hit rate 2% among 360,000; AID 1159606; in the data active = inhibition above about 50%
NOD2-RIPK2 inh: blocks binding of human NOD2 to RIPK2 | hit rate 0.38% among 360,000 | CHO BLA complementation NOD2-RIPK2, CCF4 ratio | O43353 | AID 624267 | inhibition, % at 4.98 µM; in the data active = inhibition above about 21%;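 also: 0% = vehicle only and 100% = reference blocker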
NCOA1 inh: human NCOA1 inhibition. Q15788. HEK293 GAL4-SRC1 luciferase reporter, luminescence. inhibition, % at 3.6 µM. hit rate 0.12% among 360,000. AID 588354;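 active = inhibition above the campaign mean plus 3 SD, with each screening campaign given its own cutoff, cut at about 60% in these data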;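 also: 0% = DMSO treated cells and 100% = gossypol at 36 µM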
ABHD5-PLIN5 inh: ABHD5-PLIN5 protein interaction inhibition; Split G. princeps luciferase complementation, luminescence, 4 h; inhibition, % at 4 µM; hit rate 0.78% among 360,000;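 active = inhibition above the mean inhibition across every tested compound plus 3 SD, cut at about 22% in these data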;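 also: 0% = DMSO only wells and the 100% control is not disclosed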
NCOA2 inhibitor: human SRC2 (NCOA2) inhibition. inhibition, % at 9 µM. HEK293 GAL4-SRC2 luciferase reporter, luminescence. hit rate 0.17% among 370,000. Q15596. AID 651957;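 active = inhibition above the mean inhibition of all tested compounds plus 3 SD, set per campaign, cut at about 52% in these data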;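 also: 0% = DMSO treated cells and 100% = cells given Gossypol at 36 µM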
NCOA3 inh: inhibitors of human steroid receptor coactivator 3 (SRC3); Q9Y6Q9; HEK293 GAL4-SRC3 luciferase reporter, luminescence; inhibition, % at 3.6 µM; hit rate 0.17% among 360,000; AID 588352;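 active = inhibition above a per-campaign cutoff, the mean of all compounds plus 3 SD, cut at about 60% in these data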;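 also: 0% = DMSO-treated cells and 100% = gossypol-treated cells at 36 µM; higher means less SRC3-driven luciferase light from the GAL4 reporter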
Granule exo inh: lytic granule exocytosis inhibition; TALL-104 LAMP-1 surface exposure, flow cytometry; cells stimulated with thapsigargin and PMA; inhibition, % at 10 µM; hit rate 0.66% among 360,000;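 active = inhibition above about 55%, limit read from the data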
TROY signal inh: TROY signaling inhibition. Q293 LMP1-TROYcd NF-kB luciferase reporter, 4 h. inhibition, % at 10 µM. hit rate 0.98% among 360,000. AID 1347056;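 active = compounds whose plate-normalised and pattern-corrected inhibition of the luciferase reporter signal at the single screening dose is 50% or more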
TLR9-MyD88 inh: inhibitors of human TLR9-MyD88 binding. Q9NR96+Q99836. CHO BLA complementation TLR9-MyD88, CCF4 FRET ratio. inhibition, % at 4.98 µM. hit rate 0.21% among 340,000. AID 504734;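 active = inhibition above the mean over all tested compounds plus 3 SD, cut at about 21% in these data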;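 also: 0% = DMSO only wells and 100% = clavulanate BLA inhibitor control wells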
Target sequence (Q99836 whole entry, looked up): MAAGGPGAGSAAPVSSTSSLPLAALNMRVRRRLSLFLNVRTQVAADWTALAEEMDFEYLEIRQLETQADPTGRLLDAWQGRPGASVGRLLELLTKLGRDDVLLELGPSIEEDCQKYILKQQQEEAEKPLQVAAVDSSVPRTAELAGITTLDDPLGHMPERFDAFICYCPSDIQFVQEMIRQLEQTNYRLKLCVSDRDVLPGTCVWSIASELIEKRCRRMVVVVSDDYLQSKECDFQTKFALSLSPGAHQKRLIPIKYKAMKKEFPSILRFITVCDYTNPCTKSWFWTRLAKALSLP
Target sequence (Q9NR96 whole entry, looked up): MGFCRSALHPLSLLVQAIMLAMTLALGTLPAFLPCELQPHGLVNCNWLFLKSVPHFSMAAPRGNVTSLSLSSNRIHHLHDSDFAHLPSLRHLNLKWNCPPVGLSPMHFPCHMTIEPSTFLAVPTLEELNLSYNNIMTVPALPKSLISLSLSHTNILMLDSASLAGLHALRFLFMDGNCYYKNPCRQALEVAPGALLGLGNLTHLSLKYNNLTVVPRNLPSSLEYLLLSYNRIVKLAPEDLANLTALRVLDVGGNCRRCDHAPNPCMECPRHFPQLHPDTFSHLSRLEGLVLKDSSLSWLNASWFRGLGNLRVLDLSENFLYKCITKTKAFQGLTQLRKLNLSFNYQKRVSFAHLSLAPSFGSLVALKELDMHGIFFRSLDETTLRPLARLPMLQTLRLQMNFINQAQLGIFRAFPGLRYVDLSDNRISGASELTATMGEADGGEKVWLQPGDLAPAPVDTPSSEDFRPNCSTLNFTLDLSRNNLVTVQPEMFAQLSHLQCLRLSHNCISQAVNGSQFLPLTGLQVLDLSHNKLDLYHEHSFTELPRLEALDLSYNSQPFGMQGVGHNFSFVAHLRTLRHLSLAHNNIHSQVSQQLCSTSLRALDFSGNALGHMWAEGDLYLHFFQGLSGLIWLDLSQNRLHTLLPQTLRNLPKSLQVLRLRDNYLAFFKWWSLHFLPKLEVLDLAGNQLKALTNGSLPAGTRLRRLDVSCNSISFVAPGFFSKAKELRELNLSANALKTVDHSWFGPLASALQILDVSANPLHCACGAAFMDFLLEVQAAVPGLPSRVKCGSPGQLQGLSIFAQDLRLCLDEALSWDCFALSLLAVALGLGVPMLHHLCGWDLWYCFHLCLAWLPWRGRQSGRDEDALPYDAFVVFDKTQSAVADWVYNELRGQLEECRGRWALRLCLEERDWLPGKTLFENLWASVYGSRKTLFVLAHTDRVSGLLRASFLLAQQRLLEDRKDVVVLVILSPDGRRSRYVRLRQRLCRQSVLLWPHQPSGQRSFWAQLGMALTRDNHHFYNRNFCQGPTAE
* hit, by the source's call; . = no result given.

item	Compound	NR5A2 inv ag	NR2F2 inh	TWEAK-Fn14 inh	NOD2-RIPK2 inh	NCOA1 inh	ABHD5-PLIN5 inh	NCOA2 inhibitor	NCOA3 inh	Granule exo inh	TROY signal inh	TLR9-MyD88 inh
1	COCCN1C(=O)N(c2ccc(Cl)cc2)C(=O)C1CC(=O)Nc1cc(OC)cc(OC)c1 (stereo unspecified)	-3	1	5	5	-8	1	10	3	-7	17	-2
2	CCOC(=O)c1cccnc1NC(=O)c1ccccc1	-14	3	12	-1	2	4	2	22	-2	5	12
3	CCC(C)Nc1nc(C)nc2c1oc1ccccc12 (stereo unspecified)	5	1	1	1	-13	1	36	17	-10	5	-8
4	CCN(CC)c1ccc(NC(=S)NC(=O)c2ccco2)cc1	-115	-40	7	-2	-82	-1	-58	-66	-4	-69	1
5	Cc1[nH]c(=O)[nH]c(=O)c1/C=N/NC(=O)[C@H](CC(C)C)NC(=O)OC(C)(C)C	1	20	18	-9	-129	-2	10	-13	3	41	0
6	CCOC(=O)c1sc(NC(=O)CSc2ncn[nH]2)c(C#N)c1C	27	-7	-14	-5	4	3	7	8	-1	7	10
7	CCOC(=O)C1(Nc2nccs2)Sc2ccccc2NC1=O (stereo unspecified)	13	18	25	3	-6	3	-45	-20	-2	30	-3
8	N#C/C(=C(/O)c1ccccc1F)c1nc2cc(C(F)(F)F)ccc2s1	-32	8	-29	1	-23	-11	-18	-32	8	-31	-5
9	Cc1nnc(SC(C(=O)Nc2ccc(Cl)c([N+](=O)[O-])c2)c2ccccc2)[nH]c1=O (stereo unspecified)	24	-3	-3	3	-6	-5	-3	10	2	0	3
10	CCc1ccc(-n2c(C)nc3cc(C(=O)NCc4cccnc4)ccc32)cc1	4	6	12	6	6	0	4	14	0	15	7
11	O=C(CN1C(=O)NC2(CCCc3ccccc32)C1=O)c1ccc(F)cc1 (stereo unspecified)	17	4	-3	-13	5	6	-15	3	-2	-13	13
12	CC1C(=O)N2CCCc3cc(S(=O)(=O)NCc4ccc(F)cc4)cc1c32 (stereo unspecified)	-2	-3	9	-4	3	3	8	4	-4	0	-13
13	Fc1ccc(/C=N/c2c(-c3ccc(F)cc3)nc3n2CCS3)cc1	-12	2	-2	2	4	-28	-38	1	-1	-4	1
14	CCCCC(CC)CNC(=O)C1C2C=CC(C2)C1C(=O)O (stereo unspecified)	-3	-19	4	-6	4	-2	-12	9	-2	1	5
15	COc1ccc(C(C(=O)NCc2ccccc2)n2c(-c3ccncc3)nc3ccccc32)cc1 (stereo unspecified)	-13	-3	.	1	.	-6	-18	.	-4	.	.
16	C=CCN(c1ccc(C(=O)Nc2ccc3c(c2)n(C)c(=O)n3C)cc1)S(C)(=O)=O	12	-53	-10	0	-69	-4	-28	-1	0	-6	-4
17	Cc1ccccc1C(=O)Nc1ccc(N2CCCCCC2)cc1	-113	-59	-33	2	-85	-8	-50	-65	2	-8	-5
18	CCOC(=O)C1=C(c2ccccc2)NC(=O)NC1c1ccc(O)c(OCC)c1 (stereo unspecified)	0	-3	-12	2	-14	-3	-17	-1	-2	6	9
19	O=C(Nc1cccc(-n2cnnn2)c1)c1cccc(Cl)c1	6	14	-3	-7	5	1	8	-6	-2	-9	9
20	CCN(Cc1ccccc1)c1ccc(/C=N/N=C(N)N)cc1	-2	-5	44	5	9	13	13	10	5	34	4
21	COc1ccc(OC)c(C(=O)NC(CC(N)=O)c2ccc(N3CCC(N4CCCC4)CC3)c([N+](=O)[O-])c2)c1 (stereo unspecified)	-5	-5	1	-21	0	-4	-22	0	-3	2	4
22	CCN1CCN(c2cc(C)c3cc(NC(=S)NCCN(C)C)ccc3n2)CC1	-7	6	-27	-9	-4	-5	-39	6	7	12	6
23	COC(=O)C1CCN(C(=O)CN2C(=O)c3ccccc3S2(=O)=O)CC1	-51	-9	-13	-3	-20	-5	-8	-12	3	-40	-3
24	Cc1noc(C)c1C(=O)Nc1nc(C23CC4CC(CC(C4)C2)C3)cs1	-21	27	27	1	-9	-8	4	-8	4	3	-3
25	C=CCSC1=N/C(=C\c2ccsc2)C(=O)S1	11	12	12	6	-7	-5	10	3	0	-12	-11
26	CCCc1cc(=O)[nH]c(SCC(=O)Nc2nonc2C)n1	9	7	-3	6	1	-5	-12	-47	-15	5	-8
27	COc1ccc2nc3ccccc3nc2c1NC(=O)c1ccccc1Cl	11	-4	13	2	2	-6	6	15	-4	16	-5
28	Cc1ccc(NS(=O)(=O)c2c(C)[nH]c(C)c2C(=O)N2CCCCC2)c(Cl)c1	-13	-1	2	-6	2	0	18	3	-1	2	-5
29	CCCCn1cnc2c(c1=O)c1nc3ccccc3nc1n2Cc1ccc2c(c1)OCO2	9	-5	8	-14	-9	1	7	12	37	6	-1
30	O=C(CCc1nc(-c2ccccc2)no1)NC1CCCCC1	3	-10	19	-16	-75	1	-5	13	-2	-5	4
31	CCOc1ccc(CN(C)C(=O)CNC(=O)Cc2cccc3ccccc23)cc1	-7	14	1	1	-32	6	18	22	-2	5	6
32	Nc1ncnc2c1ncn2[C@@H]1O[C@H](C(=O)N2CCSC2)[C@@H](O)[C@H]1O	7	-14	-8	6	5	-6	5	-9	-1	4	.
33	CCOCCN1CCN(c2c(CC)c(C)nc3cc(-c4cc(OC)cc(OC)c4)nn23)CC1	8	-7	-4	-11	-12	11	-16	-16	4	2	-9
34	CC1CCOC2(O1)C(=O)N(CN1CCN(c3ccccc3F)CC1)c1ccccc12 (stereo unspecified)	-10	-11	15	-2	-5	3	-15	10	0	4	-8
35	CN(C(=O)CSc1nnc2ccccn12)c1c(N)n(Cc2ccccc2)c(=O)[nH]c1=O	-18	-3	1	-6	0	8	2	12	-3	-6	7
36	Cc1cc(N2CCN(Cc3nc(-c4ccc(Cl)cc4)oc3C)CC2)cc(C)n1	1	10	24	-3	1	19	-3	1	5	0	4
37	O=C(OCN1C(=O)c2ccccc2C1=O)c1ccccc1	13	11	5	2	7	7	-4	9	4	0	6
38	O=C([C@@H]1CC=C[C@@H]2CCN(C3CC3)C(=O)[C@@H]21)N1CCN(c2ccccc2)CC1	-1	5	-1	2	3	-1	9	4	6	-3	-6
39	COc1ccc(NC(=O)c2ccc3c(c2)OCO3)cc1[N+](=O)[O-]	-33	-8	-24	-6	-26	0	-22	-47	0	-46	-13
40	CN(C)Cc1c(C(=O)N/N=C/c2cccc(OCc3ccc(F)cc3)c2)nnn1-c1nonc1N	4	12	29	0	1	-1	-8	-6	27	14	5
41	O=C(NCc1ccccc1C(F)(F)F)c1cccc2c1C(=O)c1ccc(N3CCCCC3)cc1S2(=O)=O	14	-5	3	-5	-26	0	-8	-2	1	-23	1
42	N#Cc1ccccc1COC(=O)c1cc(S(=O)(=O)N2CCOCC2)ccc1F	-1	-4	-16	10	-29	-5	-6	-4	1	7	1
43	CC(=O)NNc1nc(-c2ccccc2)c2cc(Cl)ccc2n1	7	3	-3	-4	-3	-4	23	3	0	-6	2
44	CC1=C(C(=O)N(C(C)C)C(C)C)CC(CC(=O)NC2CCCC2)C(=O)N1CCCN1CCCC1=O (stereo unspecified)	4	-12	-19	-1	-9	4	2	-2	5	6	.
45	CC1CN(C(=O)COC(=O)[C@@H](NC(=O)c2ccccc2Cl)C(C)C)CC(C)O1 (stereo partly specified)	-12	9	8	-4	4	-7	-12	17	1	7	-11
46	COc1ccccc1NCCC(=O)OCC(=O)Nc1cccc(S(=O)(=O)N(C)C)c1	-11	-14	8	-4	8	-6	-26	-5	-2	-1	-5
47	COc1ccccc1N(CC(O)COc1ccccc1C)S(=O)(=O)c1ccccc1 (stereo unspecified)	3	-18	-4	1	7	1	-37	26	4	8	-11
48	COC(=O)CSc1nnc(-c2ccc(S(=O)(=O)N3CCCC3)cc2)o1	6	5	16	-6	8	10	-4	-9	16	0	2
49	CC(C)C[C@H]1CN(CCCC[C@H]2CNC(=O)C(=O)N2Cc2ccccc2)C(=O)C(=O)N1Cc1ccccc1	10	8	-2	3	.	0	13	.	-8	8	.
50	COc1cc(/C=C2/C(=O)N=C(N)N2C)cc(OC)c1OC	3	.	20	-12	21	4	.	7	-3	1	-7

Following part:
item	Compound	NR5A2 inv ag	NR2F2 inh	TWEAK-Fn14 inh	NOD2-RIPK2 inh	NCOA1 inh	ABHD5-PLIN5 inh	NCOA2 inhibitor	NCOA3 inh	Granule exo inh	TROY signal inh	TLR9-MyD88 inh
51	Cc1noc(C)c1S(=O)(=O)Nc1ccc2c(c1)CC(=O)N([C@H](C)CO)C[C@H](C)[C@H](CN(C)S(=O)(=O)c1ccc(F)cc1)O2	1	-16	-29	-10	-5	5	-20	6	-10	-8	8
52	O=C(O)c1cc(NN=Nc2cccc([N+](=O)[O-])c2)cc([N+](=O)[O-])c1	4	-10	-11	-5	-5	2	6	12	2	-18	5
53	O=C(NCc1ccco1)c1cc2ccccc2o1	-4	-16	-14	-1	2	-2	-29	-44	-2	-15	0
54	CCn1ccnc1CN(C)Cc1cn(-c2ccc(C)cc2)nc1-c1cccc(C)c1	-8	2	-11	-3	-5	6	-13	-33	14	2	5
55	COc1cccc(NC(=O)COC(=O)c2c(C)nn(-c3ccccc3)c2C)c1	-1	-16	-13	-2	-20	-6	10	-11	-5	-19	6
56	C=CCn1c(SCC(=O)c2c(N)n(C3CC3)c(=O)[nH]c2=O)nnc1-c1ccoc1C	15	9	5	-5	-40	0	-11	-9	7	-3	8
57	CCn1c(Cn2nnc(-c3ccccc3)n2)nnc1SCc1ccc(Cl)c(Cl)c1	9	-6	25	-13	5	-2	-37	17	-1	25	-3
58	CN(CCCNC(=O)c1ccc(CS(=O)c2ccc(Br)cc2)o1)Cc1ccccc1 (stereo unspecified)	8	7	-4	-17	-15	-4	-17	15	1	-12	1
59	Cc1ccc2nc(/C(C#N)=C/c3ccc(O)c(O)c3)[nH]c2c1	-25	-28	-6	1	-29	-2	-12	-35	5	-38	6
60	COc1ccc(OCC(=O)N/N=C2\CCc3ccccc32)cc1	-4	6	-4	-3	-18	-9	-15	1	0	1	-9
61	Cc1cccc(OC(C)C(=O)Nc2ccc(N3CCCCC3)cc2)c1 (stereo unspecified)	-6	-16	-11	0	15	-1	-8	2	5	7	-1
62	Cc1cc(C)cc(N=Cc2ccc([N+](=O)[O-])s2)c1	6	18	21	-5	9	-4	-3	-2	15	-21	-1
63	Cc1ccc(N2CCCCn3c2nc2c3c(=O)n(CC(=O)O)c(=O)n2C)cc1	-2	-7	-7	-11	-6	7	-3	-21	-1	-13	0
64	CC1Cc2ccccc2N1C(=O)CSc1nnc(CNc2ccccc2)o1 (stereo unspecified)	-7	.	-4	0	6	-2	.	1	1	-7	-7
65	CCc1nc(SCC(=O)N2CCCCC2)c2c(=O)n(C)c(=O)n(C)c2n1	8	-14	-4	-12	-37	7	14	4	1	-12	-1
66	CCOc1ccc(C(=O)Nc2cccc3nsnc23)cc1[N+](=O)[O-]	-16	18	-33	0	-8	-6	9	-1	-12	8	2
67	CC(OC(=O)CCc1nc2ccccc2[nH]c1=O)c1ccccc1 (stereo unspecified)	-15	15	41	-3	12	1	-17	29	-2	3	12

The list is partial; the hit share may differ from the screen's.
